# Screening results: PubChem, several laboratories
# GDH-TPI inh: counter-screen for M. tuberculosis FBA inhibitors: GDH-TPI coupled enzymes; GDH-TPI coupled enzyme counterscreen, NADH absorbance; inhibition, % at 4.8 µM; 360,000 tested, 1.2% active; AID 588335; in the data active = inhibition above about 30%;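 note: 0% = DMSO wells and 100% = wells lacking the enzyme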
# Yp Topo-I inh: Y. pestis Topo-I inhibition via cleavage products. Y. pestis Topo-I cleavage product accumulation, plate reader. activity, % at 10 µM. 360,000 tested, 0.064% active; in the data active = activity above about 50%, passing the limit was not always enough; note: inactives centre near 2
# PfHsp40 yeast: compounds rescuing yeast from Plasmodium falciparum HSP40 toxicity | 340,000 tested, 0.68% active | S. cerevisiae expressing PfHsp40, growth rescue, ATP luminescence | AID 504582 | growth rescue, % at 12.5 µM; in the data active = growth rescue above about 28%, passing the limit was not always enough;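 note: yeast W303a lacking pdr1 and pdr3 grown in galactose medium; growth measured after three days at 30 °C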
# Mtb BioA inh: blocks M. tuberculosis BioA enzyme activity; purified M. tuberculosis BioA enzyme, plate reader; inhibition, % at 9.99 µM; 360,000 tested, 0.096% active; AID 602481; in the data active = inhibition above about 40%
# TcdB GH inh: TcdB glycohydrolase inhibition | 350,000 tested, 0.24% active | AID 652162 | TcdB glycohydrolase enzymatic assay, plate reader | P18177 | inhibition, % at 9.99 µM; in the data active = inhibition above about 10%
# FadD28 binding: inhibitors of Mycobacterium tuberculosis FadD28 bisubstrate binding | FadD28 bisubstrate probe binding, fluorescence polarization | inhibition, % at 12.5 µM | 360,000 tested, 0.22% active | AID 588549; in the data active = inhibition above about 8.5%, passing the limit was not always enough
# BH1578 lux ind: inducers of Vibrio cholerae quorum light production without autoinducers. V. cholerae BH1578 lux reporter, luminescence, 6 h. 350,000 tested, 0.16% active. activation, % at 18.7 µM; in the data active = activation mostly above about 9.7%, no sharp cut-off; note: not every result past the cut was called active; inactives centre near 0; reference of the scale not given here
# Mtb UGM inh: Mtb UDP-galactopyranose mutase inhibition. purified UGM, fluorescence polarization probe displacement. inhibition, % at 10 µM. 320,000 tested, 0.06% active; in the data active = inhibition above about 10%, passing the limit was not always enough
# Target sequence (P9WIQ1 whole entry, looked up): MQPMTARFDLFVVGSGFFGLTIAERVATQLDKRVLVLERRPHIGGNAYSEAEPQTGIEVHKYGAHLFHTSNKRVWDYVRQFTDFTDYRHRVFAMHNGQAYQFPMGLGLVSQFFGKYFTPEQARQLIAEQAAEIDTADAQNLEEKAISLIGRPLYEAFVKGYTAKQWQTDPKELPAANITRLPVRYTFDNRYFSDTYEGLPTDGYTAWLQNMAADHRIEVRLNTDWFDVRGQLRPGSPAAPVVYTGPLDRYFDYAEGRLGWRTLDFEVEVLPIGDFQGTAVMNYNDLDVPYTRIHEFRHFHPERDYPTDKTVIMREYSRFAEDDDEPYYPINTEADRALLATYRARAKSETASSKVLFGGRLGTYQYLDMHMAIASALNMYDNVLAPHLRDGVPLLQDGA
# FBA Mtb inh: inhibitors of M. tuberculosis fructose-bisphosphate aldolase; P9WQA3; purified M. tuberculosis FBA, fluorescence read-out; inhibition, % at 1 µM; AID 588726; 360,000 tested, 2.3% active; in the data active = inhibition above about 27%;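 note: 0% = vehicle and 100% = reference inhibitor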
# Target sequence (P9WQA3 whole entry, looked up): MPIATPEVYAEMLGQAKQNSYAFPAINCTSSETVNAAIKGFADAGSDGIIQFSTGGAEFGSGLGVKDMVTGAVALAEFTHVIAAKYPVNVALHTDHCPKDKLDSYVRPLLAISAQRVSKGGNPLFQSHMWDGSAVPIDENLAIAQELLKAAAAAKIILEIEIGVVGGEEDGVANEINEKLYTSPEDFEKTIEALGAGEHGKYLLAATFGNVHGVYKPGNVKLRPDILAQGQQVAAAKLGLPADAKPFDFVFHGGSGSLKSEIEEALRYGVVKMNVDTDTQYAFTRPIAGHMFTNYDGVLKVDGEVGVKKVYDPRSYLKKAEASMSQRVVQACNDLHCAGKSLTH
# Active calls of the source: *; i = inactive; / = not tested or not shown; + = active, no number.
cpd	Structure	GDH-TPI inh	Yp Topo-I inh	PfHsp40 yeast	Mtb BioA inh	TcdB GH inh
1	CC(NC(=O)C1CCC1)c1ccc2c(c1)OCO2 (stereo unspecified)	-6	-1	-0.3	/	/
2	CCCCc1cc(=O)oc2c3c(cc(OCC(=O)N4CCC[C@H]4C(=O)O)c12)OC(C)(C)CC3	27	0	0.5	-3.1	0.9
3	O=C(OCC(=O)N1CCN(C(=O)c2ccco2)CC1)c1ccccc1Cc1ccccc1	-4	-3	1.8	0.3	/
4	Cc1ccc2nc(SCC(=O)N3CCC(C)CC3)nc(=O)n2c1	10	-1	0.6	8.7	-0.5
5	O=C1NC(c2ccccc2)Cc2ccncc21 (stereo unspecified)	13	4	-1.7	1.2	-0.5
6	Cn1c(=O)cc(SCC(=O)NCc2ccco2)c2ccccc21	13	10	-0.5	1.0	/
7	COC(C[C@@H]1O[C@H]1C(=O)[C@@H](C)OCc1ccccc1)OC	4	0	0.3	-0.3	-0.2
8	NS(=O)(=O)c1ccc(CNC(=O)c2ccccc2SCC(=O)N2CCCC2)cc1	-1	0	-0.2	1.4	1.1
9	COCCNC(=O)c1ccc2c(c1)C(=O)c1ccccc1-2	-5	-6	-0.4	1.1	1.1
10	COc1ccc(C(=O)N=c2nc3ccccn3s2)cc1	20	-8	-1.3	-2.6	/

cpd	FadD28 binding	BH1578 lux ind	Mtb UGM inh	FBA Mtb inh
1	-1.2	-0.6	3.2	0
2	0.5	-0.4	-3.7	+
3	-6.4	-2.0	-0.2	-3
4	-3.6	i	/	-2
5	0.1	-0.8	/	0
6	-0.1	i	-0.8	1
7	-0.9	i	3.7	-3
8	-2.2	i	5.5	5
9	-0.6	i	-0.1	1
10	-2.1	0.3	-0.2	3

# Further records.
cpd	Structure	GDH-TPI inh	Yp Topo-I inh	PfHsp40 yeast	Mtb BioA inh	TcdB GH inh
11	CCN(CC)C(=O)Cn1cc(C(=O)C(=O)N(CC)C2CCCCC2)c2ccccc21	13	12	0.8	0.6	1.2
12	O=C(NC(=S)Nc1ccc(Oc2ccc(Cl)cc2)cc1)c1ccccc1	0	4	4.9	-0.2	/
13	Cc1ccc(-c2[nH]c3ccccc3c2C(C[N+](=O)[O-])c2ccco2)cc1 (stereo unspecified)	-3	-19	0.8	/	/
14	Cc1[nH][nH]c(=O)c1C(c1ccc(-c2cccc(Cl)c2)o1)c1c(C)[nH][nH]c1=O	1	-3	-1.0	-0.3	/
15	CC1CC(NC(=O)/C(C#N)=C/c2ccc[nH]2)CC(C)(C)C1 (stereo unspecified)	16	2	-1.6	/	-0.2
16	CCOC(=O)Cc1nn(CCc2ccccn2)c(=O)c2ccccc12	-4	-2	-0.4	-1.8	/
17	CCN1CCN(Cc2ccc(NC(=O)Nc3ccccc3Cl)cc2)CC1	2	-11	-0.7	-0.5	1.1
18	O=C(Nc1cccc2ccccc12)c1cccc(F)c1	-7	-4	0.3	-0.5	1.6
19	COc1ccc(-n2c(C)n[nH]c2=O)cc1	3	3	-0.2	-1.6	/
20	CCN(CC(=O)NC1CCS(=O)(=O)C1)S(=O)(=O)c1ccccc1Cl (stereo unspecified)	6	-5	-1.5	-1.7	1.2

cpd	FadD28 binding	BH1578 lux ind	Mtb UGM inh	FBA Mtb inh
11	-1.6	-0.3	0.2	-2
12	-3.0	5.3	0.2	-6
13	-2.1	-3.1	-0.8	-3
14	0.5	-0.3	-2.1	-2
15	-1.9	-0.2	-0.7	0
16	-4.2	0.4	-2.5	-1
17	-2.2	-0.5	2.1	0
18	-1.7	-7.7	-1.3	1
19	1.1	-5.9	0.5	2
20	1.8	-0.5	0.3	0

# Two records drawn at random from those above, as already listed:
cpd	Structure	GDH-TPI inh	Yp Topo-I inh	PfHsp40 yeast	Mtb BioA inh	TcdB GH inh
15	CC1CC(NC(=O)/C(C#N)=C/c2ccc[nH]2)CC(C)(C)C1 (stereo unspecified)	16	2	-1.6	/	-0.2
6	Cn1c(=O)cc(SCC(=O)NCc2ccco2)c2ccccc21	13	10	-0.5	1.0	/

cpd	FadD28 binding	BH1578 lux ind	Mtb UGM inh	FBA Mtb inh
15	-1.9	-0.2	-0.7	0
6	-0.1	i	-0.8	1

# Other structures.
cpd	Structure	GDH-TPI inh	Yp Topo-I inh	PfHsp40 yeast	Mtb BioA inh	TcdB GH inh
21	COC(=O)c1cc(OC)c(OC)cc1NCC(=O)Nc1ccc(C)cc1	9	-3	0.6	0.9	0.0
22	COc1ccc(NC2c3ccccc3C(=O)N2c2ccccn2)cc1Cl (stereo unspecified)	2	12	1.9	3.0	0.0
23	CC1CCCC(C)N1CCNC(=O)CCn1nc(-c2ccccc2)ccc1=O (stereo unspecified)	-9	0	0.2	/	-0.7
24	COC(=O)[C@]1(C)N[C@H](CN(C)C(=O)Nc2ccccc2)[C@@H]2C(=O)N(C)C(=O)[C@@H]21	-10	-1	-0.7	-3.8	-0.7
25	CCC1(c2ccc(F)cc2)NC(=O)N(CC(=O)c2ccc[nH]2)C1=O (stereo unspecified)	3	-7	0.8	0.3	/
26	Cc1ccc(C(=O)Nc2ccc(S(=O)(=O)N3CCc4ccccc43)cc2)o1	10	-3	3.7	9.2	/
27	CC(C1CC1)N(Cc1ccccc1)C(=S)Nc1ccccc1Cl (stereo unspecified)	-1	2	1.9	/	-0.4
28	COC(=O)C1C2C=CC3(CN(Cc4ccco4)C(=O)C13)O2 (stereo unspecified)	6	4	0.5	-1.3	/
29	COc1ccc(/C=C/C2=NN(C)C(=O)CC2)cc1	28	-4	0.8	/	/
30	COC(=O)c1ccc(COc2ccc(C(C)(C)C)cc2)o1	6	25	2.7	0.3	0.5

cpd	FadD28 binding	BH1578 lux ind	Mtb UGM inh	FBA Mtb inh
21	-0.3	-0.4	/	7
22	-0.4	-0.2	1.2	1
23	-5.5	-0.2	1.0	4
24	0.6	-6.7	-0.2	0
25	-0.1	/	-0.9	-2
26	-8.0	1.0	-3.4	-1
27	-6.3	i	-1.5	3
28	0.1	-8.7	-1.9	1
29	-2.3	-0.5	-0.2	-2
30	1.2	i	0.5	-2

# (list continues)
cpd	Structure	GDH-TPI inh	Yp Topo-I inh	PfHsp40 yeast	Mtb BioA inh	TcdB GH inh
31	C=CCC[C@H](Cc1ccc(F)cc1)C(=O)OC[C@@H](C)NC(=O)[C@@H](CC=C)CC(=O)N[C@H](CO)Cc1ccccc1	7	0	6.5	-1.6	-0.2
32	COCC1CCN(C(=O)c2cc(COc3ccc(OC)cc3Cl)on2)C1 (stereo unspecified)	6	18	/	/	0.5
33	COc1ccccc1C(=O)Nc1nnc(C)s1	-1	-7	-0.7	-1.4	/
34	C=CCn1c(CCNC(=O)c2cccs2)nnc1SCC(=O)c1ccc(Br)cc1	-7	42	0.8	9.0	/
35	O=C1OC(c2ccccc2)(c2ccc(O)cc2)c2ccccc21 (stereo unspecified)	9	8	0.6	2.3	-1.4
36	CCC(=O)Nc1ccc(NC(=S)NC(=O)/C=C/c2ccccc2)cc1	14	12	-1.2	/	/
37	O=C(Nc1ccc(C(=O)N2CCCCC2)cc1)c1cccc([N+](=O)[O-])c1	-1	1	-0.4	2.6	0.7
38	O=C1C2C(c3ccccc3)C=CC(c3ccccc3)C2C(=O)N1CCCO (stereo unspecified)	5	11	3.0	5.5	/
39	Cn1c(=O)c2c(ncn2CC(=O)O)n(C)c1=O	8	0	/	-0.8	0.4
40	CCOC(=O)C1(CCOc2ccccc2)CCN(Cc2cccc(O)c2)CC1	5	15	-0.3	0.7	1.0

cpd	FadD28 binding	BH1578 lux ind	Mtb UGM inh	FBA Mtb inh
31	-3.0	i	-1.8	3
32	-1.6	-2.9	/	-5
33	-1.8	-0.5	-1.0	-6
34	-5.6	i	-2.1	-3
35	-3.8	i	/	-1
36	0.9	0.1	3.0	-2
37	0.1	i	-1.8	4
38	-3.8	-0.7	-2.8	-7
39	-4.4	-0.4	/	0
40	-2.8	-0.3	2.0	0

# Going on with the list:
cpd	Structure	GDH-TPI inh	Yp Topo-I inh	PfHsp40 yeast	Mtb BioA inh	TcdB GH inh
41	O=C(c1ccco1)N1CCN(C(=O)c2ccc(-c3ccc(Cl)cc3)o2)CC1	-2	28	5.9	1.5	0.0
42	OCC1OC(n2ccc3c(SCc4ccccc4)ncnc32)C(O)C1O (stereo unspecified)	5	9	-1.3	1.1	3.7
43	Cc1nc(=O)c(-c2ccccc2)c(C)n1CCO	8	3	-0.2	/	/
44	CCCCOc1ccc(C2(C(=O)O)CCCC2)cc1	-4	-4	0.3	-1.7	/
45	CCOc1ccc(NC(=O)Cn2cc(C(=O)C3CC3)c3ccccc32)cc1	-2	5	1.1	-0.7	1.1
46	CCCCN(C)CCNC(=O)c1cc2cc3ccc(OC)cc3nc2o1	24	3	-1.2	-0.1	1.0
47	COc1cccc(CN(C)C(=O)c2ccc(OCC(=O)Nc3cccc(C(F)(F)F)c3)c(OC)c2)c1	-5	31	-2.5	-0.9	1.0
48	CC(C)OC(=O)NCCOC(=O)Nc1ccccc1Cl	-9	3	0.3	/	1.3
49	CCOc1ccc(/C=C/C(=O)NCCc2ccc(OC)c(OC)c2)cc1	10	8	-1.3	-0.7	/
50	COc1ccc2c(c1)c(C(=O)CN1CCN(Cc3ccccc3)CC1)c(C)n2C	26	11	-1.0	1.4	1.1

cpd	FadD28 binding	BH1578 lux ind	Mtb UGM inh	FBA Mtb inh
41	/	1.5	-0.4	-3
42	-2.7	i	/	0
43	-1.9	i	0.7	-1
44	-4.6	i	0.4	1
45	-1.2	-2.1	2.2	-1
46	-2.7	-1.2	-1.2	+
47	-1.4	-5.9	4.0	-1
48	-2.8	0.4	-1.9	1
49	1.3	i	0.6	-2
50	-1.3	i	-2.4	2

# New compounds follow:
cpd	Structure	GDH-TPI inh	Yp Topo-I inh	PfHsp40 yeast	Mtb BioA inh	TcdB GH inh
51	CCCOc1ccc(Cn2c(C)nc([N+](=O)[O-])c2SCC(O)COC)cc1[N+](=O)[O-] (stereo unspecified)	17	-3	0.8	16	/
52	CCCN1CCc2c(sc(NC(=O)CCS(=O)(=O)c3ccccc3)c2C(N)=O)C1	7	1	-0.9	5.3	1.8
53	O=C(Nc1ccc(Cc2ccc(NC(=O)Nc3cccnc3)cc2)cc1)Nc1cccnc1	7	0	/	-0.7	1.1
54	CCOC(=O)C1=C(CN2CCOCC2)NC(=O)NC1c1cc(C)ccc1C (stereo unspecified)	3	5	-1.8	1.2	/
55	Nc1c(-c2ccc(Cl)cc2)cnn1-c1ccccc1	3	-7	2.3	0.5	-0.5
56	CCCCOC(=O)c1ccc(NC(=O)COC(=O)CN2C(=O)NC3(CCCC3)C2=O)cc1	-4	9	0.4	-0.1	2.6
57	Cc1ncc([N+](=O)[O-])n1Cc1ccc(Cl)cc1	6	-2	0.7	/	0.5
58	COc1ccc(/C=C/c2nc3sc4c(c3c(=O)o2)CCC4)cc1	-9	-3	2.3	-1.5	/
59	Cc1cccc(NC(=O)CSc2nnc(NC(=O)C3CCC3)s2)c1	-18	-2	-0.6	-0.3	-0.7
60	O=C(N/N=C/c1ccccc1)c1ccc(-c2ccccc2)cc1	1	5	1.2	-0.3	-1.6

cpd	FadD28 binding	BH1578 lux ind	Mtb UGM inh	FBA Mtb inh
51	-2.7	6.2	0.8	0
52	-1.4	-0.4	2.2	8
53	-3.8	i	/	-3
54	0.9	i	1.6	3
55	-2.2	0.7	0.7	2
56	-4.1	i	-2.8	1
57	-0.1	-4.3	-0.6	-5
58	-3.6	i	3.9	-1
59	-2.0	-0.6	-2.9	-4
60	-1.0	i	-0.8	18

# Going on with the list.
cpd	Structure	GDH-TPI inh	Yp Topo-I inh	PfHsp40 yeast	Mtb BioA inh	TcdB GH inh
61	COCCN(Cc1nc(C(c2ccccc2)c2ccccc2)no1)C(C)C	9	-1	-0.7	0.6	-0.1
62	COc1ccc(S(=O)(=O)Nc2cccnc2)c(Cl)c1Cl	-5	4	0.6	/	1.6
63	O=C(O)c1cccc(-c2ccc(/C=c3/sc4nc5ccccc5n4c3=O)o2)c1	-4	-2	1.4	-2.2	-2.7
64	COc1cc(OC)c(NC(=O)CCc2nc(-c3ccc(C)cc3)no2)cc1Cl	5	6	6.0	1.0	/
65	COc1ccccc1NC(=O)/C=C/c1cc([N+](=O)[O-])ccc1OC(F)F	5	5	0.0	1.6	-0.1
66	N#CCc1ccc(NC(=O)CSc2nnc(C3CC3)n2C2CC2)cc1	9	2	0.0	-1.0	0.8

cpd	FadD28 binding	BH1578 lux ind	Mtb UGM inh	FBA Mtb inh
61	-3.1	-1.5	1.7	0
62	-3.4	i	1.0	-1
63	6.7	i	-5.0	-1
64	-2.4	i	-2.6	3
65	-2.2	-2.0	2.4	1
66	-0.4	-0.5	2.1	-2
